High-throughput results: PubChem BioAssay, several laboratories
MRP-1 activ – MRP-1 activation; H69AR cells + doxorubicin, viability rescue, CellTiter-Glo; viability increase, % at 10 µM; 140,000 compounds, 0.61% hits; AID 799;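 active = viability gain under doxorubicin at or above a set limit, the compound median plus 3 SD, cut at about 4.7% in these data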;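 also: MRP-1 overexpressing cells given doxorubicin 25 µM after compound pretreatment; 18-22 h compound pretreatment then 72 h with doxorubicin before readout; 0% = doxorubicin-only wells and 100% = vehicle-treated cells without doxorubicin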
Phagocyt inh – blocks phagocytosis by macrophages; J774A.1 macrophage IgG-bead phagocytosis, imaging; 110,000 compounds, 0.07% hits; inhibition, % at 5 µM;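 active = inhibition above the mean of the plate negative controls plus 5 SD, cut at about 13% in these data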;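 also: phagocytic index as fraction of beads internalized from green versus red external bead signal; plate controls were DMSO negative control for no effect and cytochalasin-D positive control for full effect; some results beyond the cut were filed as inactive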
GALR2 antag – GALR2 (human) receptor antagonism | O43603 | GALR2-expressing cells, antagonist mode | inhibition, % at 4 µM | 140,000 compounds, 0.39% hits | AID 828; in the data active = inhibition above about 27%;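 also: cells stimulated with galanin 1-16 at roughly its EC80; 0% = agonist challenge control and 100% = basal control without agonist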
Target sequence (O43603 whole entry, looked up): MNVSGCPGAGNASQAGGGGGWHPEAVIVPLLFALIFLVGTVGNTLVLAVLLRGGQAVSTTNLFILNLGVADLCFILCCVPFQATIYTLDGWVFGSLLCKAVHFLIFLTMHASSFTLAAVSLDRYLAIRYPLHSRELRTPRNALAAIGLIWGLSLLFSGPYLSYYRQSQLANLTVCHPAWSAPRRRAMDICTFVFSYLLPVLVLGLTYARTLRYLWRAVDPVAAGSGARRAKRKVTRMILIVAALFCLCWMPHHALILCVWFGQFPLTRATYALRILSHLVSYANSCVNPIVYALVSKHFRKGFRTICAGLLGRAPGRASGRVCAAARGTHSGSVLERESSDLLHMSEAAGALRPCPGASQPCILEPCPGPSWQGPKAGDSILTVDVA
E-sel TNF inh – blocks E-selectin expression induced by TNF alpha | inhibition, % at 2 µM | AID 1246 | HUVEC TNFa-induced E-selectin immunofluorescence, high content | 120,000 compounds, 0.71% hits;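 active = inhibition above the batch mean plus 3 SD, and confirmed as a hit on visual image review, cut at about 43% in these data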;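 also: 0% = TNF-stimulated DMSO wells and 100% = unstimulated control wells; not every result past the cut was called active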
Yeast lifespan up – extends the lifespan of yeast | S. cerevisiae growth with nicotinamide, OD615; deaD strain in restrictive glucose medium | inhibition of the nicotinamide effect, % at 10 µM | 130,000 compounds, 0.68% hits | AID 775;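 active = inhibition above a set limit, placed 3 SD over the median of all compounds, cut at about 26% in these data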;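 also: 0% = nicotinamide-treated wells and 100% = cells grown without nicotinamide; some compounds called inactive have numbers as strong as hits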
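Measured by: optical density (absorbance) at 615 nm; System: modified budding yeast, DeaD strain; Medium: restrictive CSMM-D dextrose medium; Timing: 4 h preincubation then 48 h treatment at 30 °C.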
BB579 growth dn – yeast BB579 growth reduction in restrictive medium; S. cerevisiae BB579 growth, OD615, 48 h; 140,000 compounds, 0.51% hits; inhibition, % at 10 µM;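 active = inhibition above a set limit, 3 SD over the mean compound inhibition, cut at about 44% in these data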; also: inactives centre near -24
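test system = yeast BB579 (DeaD) | buffer or medium = restrictive CSMM-D medium | doses = single compound dose of 10 µM, 0.25% DMSO final | times = 4 h preincubation and 48 h exposure at 30 °C | technique = culture absorbance at 615 nm | benchmarks = amphotericin B 10 µg/mL, positive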
NPY Y2 blocker – NPY-Y2 (human) receptor antagonism; 140,000 compounds, 0.99% hits; inhibition, % at 2.7 µM; P49146; NPY-Y2 expressing cells, antagonist mode; in the data active = inhibition above about 17%;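 also: 0% = vehicle with agonist challenge and 100% = reference antagonist with challenge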
Target sequence (P49146 whole entry, looked up): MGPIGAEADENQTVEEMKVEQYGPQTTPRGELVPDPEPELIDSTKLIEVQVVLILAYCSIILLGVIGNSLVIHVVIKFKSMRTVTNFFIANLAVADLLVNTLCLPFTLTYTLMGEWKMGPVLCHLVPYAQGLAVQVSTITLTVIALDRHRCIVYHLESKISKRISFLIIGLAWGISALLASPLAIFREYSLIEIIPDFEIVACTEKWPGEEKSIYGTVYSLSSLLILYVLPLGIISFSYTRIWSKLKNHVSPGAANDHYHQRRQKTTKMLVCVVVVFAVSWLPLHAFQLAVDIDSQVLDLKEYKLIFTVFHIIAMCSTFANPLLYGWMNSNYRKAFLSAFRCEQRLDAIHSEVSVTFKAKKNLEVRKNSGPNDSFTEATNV
bCat KO growth – beta-catenin-lacking colon tumor cell growth suppression | HCT116 beta-catenin knockout viability, CellTiter-Glo, 60 h; stronger effect = lower value | viability, % at 10 µM | 140,000 compounds, 1.5% hits;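 active = viability at or under a set limit, the compound median less 4 SD, cut at about 6% in these data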;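 also: 0% = Hyamine 1622 control at 20 µM and 100% = untreated cell control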
Measles CPE – protection of cells from measles virus; AID 841; protection (pct of control), % at 4 µM; 140,000 compounds, 1.5% hits; Measles virus-infected cells, CPE protection, absorbance; in the data active = protection mostly above about 24%, no sharp cut-off; inactive = mostly below about 26%; also: some compounds called inactive have numbers as strong as hits
HCT116 PTEN-null – PTEN-deleted cell growth suppression; 140,000 compounds, 1.2% hits; viability, % at 10 µM; HCT116 PTEN-null viability, CellTiter-Glo, 60 h; stronger effect = lower value; AID 827;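 active = viability at or below a set limit, 4 SD under the median of all tested compounds, cut at about 3.7% in these data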;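 also: PTEN knockout HCT116 line with beta catenin targeted HCT116 as companion control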
* hit, by the source's call; · = not tested or not shown. Hits appear at their usual frequency; 6.3% or so of the library scored in one or more.

SMILES | MRP-1 activ | Phagocyt inh | GALR2 antag | E-sel TNF inh | Yeast lifespan up | BB579 growth dn | NPY Y2 blocker | bCat KO growth | Measles CPE | HCT116 PTEN-null
Cc1ccc(-n2ncc3c(=O)[nH]c(SCC(=O)N4CCN(c5ccccc5)CC4)nc32)cc1 | -2.9 | · | 1.2 | 10.8 | · | -47.8 | -2.2 | 90.6 | 5.8 | 91.3
COc1cccc(C(CC(=O)Nc2cccc3ccccc23)NC(=O)c2ccccc2)c1 (stereo not given) | -1.6 | · | 3.5 | -20.6 | -0.7 | -11.9 | 11.4 | 69.0 | 8.9 | 69.7
C=CCn1c(CSc2nc3ccccc3s2)nnc1SCC(=O)NCc1ccco1 | -0.3 | -2.9 | -0.4 | · | -3.1 | -40.5 | 1.2 | 95.4 | 1.4 | 93.8
CC1(C)Cc2c(c(-c3ccccc3)nc(N3CCCC3)c2C(N)=O)CO1 | -1.1 | 0.4 | 4.3 | -29.5 | -12.9 | -13.4 | -2.8 | 96.8 | 14.8 | 104.6
Cc1ccc(NC(=O)Nc2ccc3c(c2)N(C)C(=O)CS3)nc1 | -2.6 | · | -13.9 | 94.1* | · | -18.4 | 4.5 | 77.4 | 5.4 | 71.8
Cc1ccc(OCC(=O)Nc2ccc3c(c2)OCO3)c([N+](=O)[O-])n1 | -1.5 | -5.5 | 9.1 | 11.0 | -6.6 | -7.1 | 2.4 | 95.4 | 3.3 | 99.0
CCNC(=S)N/N=C(\C)c1ccc(Cl)s1 | 0.2 | -6.2 | -3.1 | · | -8.1 | -11.4 | 1.5 | 78.9 | 4.5 | 69.9
CN1CCN(C(=O)c2cc3ccccc3oc2=O)CC1 | 0.2 | -1.9 | 0.3 | 11.7 | -0.8 | -41.5 | 0.2 | 89.2 | 8.1 | 103.4
CCOC(=O)C(=CNc1ccc(C)cc1C)C(=O)OCC | -0.2 | 0.0 | -5.0 | 6.6 | -8.7 | -33.9 | -1.4 | 99.7 | 37.4* | 89.0
CN(C(=O)COc1ccccc1)c1nnc(-c2ccncc2)s1 | -1.8 | · | 12.2 | -36.5 | -8.2 | -26.3 | 4.4 | 94.6 | 21.3 | 99.6
O=C(Nc1ccccc1)c1cnc2ccccc2n1 | -3.0 | -2.6 | 14.5 | 11.3 | -5.3 | -14.7 | 3.6 | 89.4 | 25.8 | 98.3
CSc1ccc(C(=O)/C=C/c2ccc(N)cc2)cc1 | -4.8 | -1.5 | -1.2 | · | -5.4 | -52.9 | 1.7 | 7.0 | 24.6 | 7.5
COc1ccc(-c2cc(C(=O)NN)n(-c3ccccc3)n2)cc1 | -0.3 | -3.3 | -1.6 | · | -5.6 | -2.8 | 1.7 | 95.0 | 6.2 | 106.9
N#CCC(=O)N1CCCCCC1 | -0.6 | 0.2 | 1.5 | 8.9 | -5.1 | -16.9 | 1.8 | 96.8 | 1.7 | 95.3
C/C=C/c1ccc(OCCN2CCc3ccccc3C2)c(OC)c1 | -3.6 | -1.0 | 3.3 | -6.1 | 12.9 | -63.3 | 7.7 | 74.5 | 14.4 | 73.9
CCOC(=O)c1c(NC(=O)CC)sc(C(=O)N2CCCCC2)c1C | -2.0 | 0.0 | -21.4 | 33.8 | 3.5 | -28.5 | 9.2 | 98.3 | 21.2 | 88.5
CCn1c(Cn2nnc(-c3ccccc3)n2)nnc1SCC(=O)N1CCOCC1 | -0.8 | -1.4 | -0.3 | 3.0 | -6.0 | 3.5 | 2.7 | 96.4 | 19.2 | 100.4
COc1ccc(CCC(=O)Nc2ccc3c(c2)OCCO3)cc1 | -3.9 | 1.4 | -5.5 | -2.4 | -18.5 | -7.5 | 5.2 | 107.4 | 8.5 | 104.5
COCCN1Cc2cccc(C(=O)Nc3cccnc3)c2C1=O | -0.8 | -5.3 | -12.2 | -35.0 | -12.4 | -29.0 | -0.1 | 103.5 | 5.4 | 105.2
Cc1nn(-c2ccccc2)c2c1C(c1c(C)[nH]c(C#N)c1C)C(C#N)=C(N)O2 (stereo not given) | -1.7 | 3.2 | 2.5 | -3.5 | -15.0 | -25.0 | 2.3 | 94.9 | 8.1 | 95.8
CCC1Oc2ccc(C)cc2N(Cc2cccc(C)c2)C1=O (stereo not given) | -3.8 | 0.6 | -7.7 | -6.4 | -6.9 | -18.1 | 4.0 | 90.4 | 14.7 | 92.9
Cc1cc(-c2ccccc2C(=O)O)on1 | 0.2 | 1.2 | 7.7 | · | -6.4 | -46.1 | 2.0 | 99.4 | 18.6 | 102.6
CC1CCCCC1NC(=O)Cn1nnc(-c2ccc(Cl)cc2)n1 (stereo not given) | -2.6 | -1.0 | 0.8 | 1.4 | -6.5 | -12.1 | 0.8 | 84.1 | 29.6 | 85.0
CCOc1ccc(/C=C/C(=O)c2cc(Br)ccc(=O)c2O)cc1 | -4.5 | -2.4 | -8.6 | · | 3.7 | 92.5* | 7.4 | 9.0 | 2.5 | 9.2
O=C(CC1COc2ccccc2O1)NC1CCCCC1 (stereo not given) | 0.0 | -2.3 | -1.0 | -3.8 | -1.0 | -27.9 | 2.8 | 103.8 | 4.6 | 105.2
CC(C)Cc1cc(C(=O)NCc2cccnc2)no1 | -1.8 | · | 4.5 | 8.9 | -10.2 | 18.4 | 1.0 | 91.8 | -1.3 | 93.4
Cn1c(N)c(C(c2ccccc2)c2c(N)n(C)c(=O)n(C)c2=O)c(=O)n(C)c1=O | -3.4 | -3.2 | -9.4 | -30.9 | 2.0 | -13.6 | -1.6 | 90.3 | 9.3 | 95.3
CC(=O)Nc1ccc(S(=O)(=O)N2CCSC2c2ccccc2)cc1 (stereo not given) | 1.1 | 1.6 | -2.4 | 31.2 | 1.7 | -32.2 | 3.7 | 92.4 | 10.6 | 87.6
CC/C(=N\NC(=O)c1ccc(N(C)C)cc1)c1ccccc1 | 0.9 | 0.4 | 5.1 | -21.6 | 0.9 | -15.1 | 0.6 | 82.7 | 2.2 | 79.8
CC(C)C(=O)Nc1ccc(NC(=O)c2cc3ccccc3o2)cc1 | 0.2 | · | 3.6 | -26.2 | -9.4 | -76.7 | 0.9 | 92.2 | 3.9 | 88.9
O=C(O)/C=C/C(=O)NNC(=O)c1ccc(Br)cc1 | -0.3 | -13.9 | 2.1 | · | -1.1 | 3.1 | 1.3 | 97.2 | 11.2 | 98.6
COc1ccc(S(=O)(=O)NCCSC(C)(C)C)c(Cl)c1Cl | -2.9 | 5.7 | -2.4 | 15.8 | 1.5 | -36.8 | 4.6 | 94.5 | 17.6 | 87.7
CCOC(=O)c1ccc(Nc2cc(C)nc3nc(C)nn23)cc1 | -2.2 | · | -8.7 | -12.8 | -0.2 | 0.2 | -0.1 | 93.1 | 5.4 | 92.0
C#CC[N+](C)(C)CCCCCCCCCCCC | -6.1 | 4.3 | -4.8 | · | -6.6 | 24.9 | 2.1 | 1.4* | 5.4 | 1.7*
CC(Sc1nc(N)cc(=O)[nH]1)C(=O)NC1CCCCC1 (stereo not given) | -0.3 | -4.3 | 2.7 | -24.4 | -6.4 | 2.5 | -0.1 | 85.5 | 30.3 | 93.5
CCc1cccc2c(C(=O)COC(=O)/C=C/c3ccccc3OC)c[nH]c12 | -1.7 | -3.9 | -8.7 | 13.0 | -3.2 | -28.4 | 1.9 | 85.2 | 5.5 | 101.8
C=C1N(c2ccc(Cl)cc2)C(=O)OC1(C)C | 0.4 | · | 3.3 | -19.7 | -1.4 | -55.8 | 1.2 | 96.0 | 2.7 | 92.4
COc1ccc(Cc2nc(C(=O)Nc3ccc(OC)cc3)cs2)cc1 | 0.1 | 0.6 | -4.6 | · | -15.0 | -56.7 | 8.6 | 94.0 | 2.0 | 100.9
Cc1nnc(SCC(=O)N2CCOCC2)n1C | -0.4 | -0.3 | 8.5 | 25.0 | -0.5 | -25.4 | 1.3 | 93.5 | 7.4 | 103.0
CCOC(=O)C1=C(c2ccccc2)NC(=S)NC1c1cccc([N+](=O)[O-])c1 (stereo not given) | -1.0 | -8.9 | 3.7 | 6.0 | 8.8 | 4.7 | 1.4 | 88.4 | 12.5 | 84.2
Cc1cc(Br)ccc1NC(=O)CCN1C(=O)c2ccncc2C1=O | -1.9 | 0.1 | -0.6 | -3.5 | -22.2 | -16.6 | 1.5 | 93.7 | 11.2 | 83.7
Cc1ccc2c(C(=O)CN3CCOCC3)c(C)[nH]c2c1 | -0.6 | -0.3 | 11.9 | -0.7 | -4.2 | -10.2 | 1.5 | 95.1 | 12.8 | 90.9
OCCN(Cc1ccccc1)CC1CC2C=CC1C2 (stereo not given) | -3.2 | -1.4 | 8.7 | -7.5 | -8.2 | -18.1 | 3.6 | 93.9 | 11.7 | 95.1
O=S(=O)(Cc1ccccc1Cl)Nc1ccccn1 | -2.5 | 2.7 | -3.4 | 8.4 | -12.3 | 2.3 | 0.4 | 98.9 | 28.2 | 99.0
COc1cc2c(cc1OC)CN(CC(=O)Nc1ccc3c(c1)OCO3)CC2 | -3.1 | · | 4.1 | 0.3 | -4.7 | -47.8 | 3.9 | 84.9 | 14.9 | 80.0
Cc1cccc(NC(=O)c2ccccc2Br)n1 | -1.2 | -0.4 | · | · | -14.3 | 10.9 | · | 93.3 | -1.2 | 89.0
O=C(CCCOc1ccc(Cl)cc1Cl)N/N=C/c1cccc([N+](=O)[O-])c1 | -5.5 | 2.5 | 3.1 | 11.1 | 0.2 | -36.2 | 4.4 | 43.0 | 11.9 | 28.7
CCOC(=O)c1c(NC(=O)C(C)N2CCN(S(=O)(=O)c3cccs3)CC2)sc2c1CCC(C)C2 (stereo not given) | -1.8 | -3.0 | 1.8 | · | 0.6 | -24.9 | 2.1 | 84.2 | 24.4 | 79.1
COc1ccc(NC(=O)C2CCCN(S(=O)(=O)c3c(C)n[nH]c3C)C2)cc1 (stereo not given) | -2.4 | -2.1 | 5.7 | · | 1.1 | -17.8 | -1.2 | 99.6 | 4.9 | 94.0
CC(=O)Nc1cccc(C(=O)N/N=C/c2ccc(F)cc2)c1 | 0.7 | -9.6 | 0.7 | 7.7 | -0.5 | -27.6 | 1.7 | 98.0 | 3.4 | 100.9
O=C(/C=C/c1ccccc1)Nn1cnc2ccccc2c1=O | -1.4 | -9.1 | 0.9 | · | 3.5 | -37.5 | 4.7 | 92.9 | 4.2 | 105.8
O=C(Cc1ccccc1)NCCS(=O)c1ccc(Cl)cc1 (stereo not given) | -3.8 | 0.5 | 9.2 | -54.6 | -19.1 | -31.0 | 1.2 | 103.0 | 7.6 | 94.9

Sorted by molecular weight (lowest first): part of the list above.
SMILES | MRP-1 activ | Phagocyt inh | GALR2 antag | E-sel TNF inh | Yeast lifespan up | BB579 growth dn | NPY Y2 blocker | bCat KO growth | Measles CPE | HCT116 PTEN-null
Cc1cccc(NC(=O)c2ccccc2Br)n1 | -1.2 | -0.4 | · | · | -14.3 | 10.9 | · | 93.3 | -1.2 | 89.0
COc1ccc(NC(=O)C2CCCN(S(=O)(=O)c3c(C)n[nH]c3C)C2)cc1 (stereo not given) | -2.4 | -2.1 | 5.7 | · | 1.1 | -17.8 | -1.2 | 99.6 | 4.9 | 94.0
O=C(CCCOc1ccc(Cl)cc1Cl)N/N=C/c1cccc([N+](=O)[O-])c1 | -5.5 | 2.5 | 3.1 | 11.1 | 0.2 | -36.2 | 4.4 | 43.0 | 11.9 | 28.7
